697 NFkB inh: inhibitors of PMA/ionomycin-induced NF-kB reporter, 697 cells, primary screen, B-cell NF-kB inhibitor project, cell-based, luminescence, uHTS | 697 B-cell NF-kB luciferase reporter, 16 h | inhibition, % at 4 µM | 0.33% of 330,000 active; in the data active = inhibition above about 35%
tim23-1 inh: growth inhibitors of tim23-1 mutant yeast, primary screen, luminescence, uHTS; S. cerevisiae tim23-1 growth, BacTiter-Glo luminescence, 24 h; inhibition, % at 20 µM; 1.3% of 330,000 active;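 active = growth inhibition of the mutant yeast at or above 50%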;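 note: temperature-sensitive mutant grown at 25 °C; plate controls were DMSO-treated mutant yeast for no effect and medium wells lacking yeast for full effect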
Jurkat NFkB inh: inhibitors of induced NF-kB luciferase reporter, primary screen, TCR NF-kB activation inhibitor project, cell-based, luminescence, uHTS | Jurkat, PMA/ionomycin-induced NF-kB luciferase reporter | inhibition, % at 4 µM | 0.53% of 330,000 active | AID 435003, 2010; in the data active = inhibition above about 50%
UPR CHOP act: activators of apoptotic CHOP UPR arm, primary screen, cell-based, CHO-CHOP luciferase reporter, luminescence, uHTS | UPR activation; percent of tunicamycin response over DMSO baseline | activation, % at 10 µM | 0.34% of 330,000 active | AID 449763, 2010;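 active = at 10 µM dose, activation of 40% or more, normalized to positive control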;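 note: 100% = tunicamycin at 10 µg/mL and 0% = DMSO alone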
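Test system: CHO CHOP reporter cells. Input: 500 CHO-CHOP cells per well. Medium: F12 with 10% FBS. Technique: luciferase luminescence. Measure: percent activation relative to tunicamycin control. Dosing: 10 µM compound, 0.5% DMSO. Timing: 16-18 h cell attachment, then 6 h compound exposure, 37 °C.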
UPR XBP1 act: activators of adaptive XBP1 UPR arm, primary screen, cell-based, CHO-XBP1 luciferase reporter, luminescence, uHTS | 0.33% of 330,000 active | IRE1-XBP1 UPR activation; percent of tunicamycin response, DMSO as zero | activation, % at 20 µM | AID 463104, 2010;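 active = versus positive control, 20 µM dose yields 30% or more activation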;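 note: 100% = tunicamycin at 10 µg/mL and 0% = DMSO only wells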
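Material: CHO-XBP1 cells stably carrying IRE1-XBP1-driven luciferase reporter / Amount: 1000 cells per well / Compound: 20 µM, 1% DMSO / Times: 6 h treatment, 37 °C / Detection: luciferase luminescence / Measure: % activation of reporter signal versus tunicamycin and DMSO controls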
tim10-1 inh: growth inhibitors of tim10-1 mutant yeast, primary screen, luminescence, uHTS; S. cerevisiae tim10-1 ts strain growth, BacTiter-Glo, 24 h; inhibition, % at 20 µM; AID 463190, 2010; 2.2% of 330,000 active;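 active = inhibition of at least 40%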;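 note: mutant grown at 25 °C; 0% = DMSO wells with yeast and 100% = wells holding no yeast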
TIM10 inh: growth inhibitors of isogenic TIM10 control yeast, primary screen, counter-screen for tim10-1 yeast inhibitor project, luminescence, uHTS. 1.4% of 330,000 active. inhibition, % at 10 µM. S. cerevisiae TIM10 strain growth, BacTiter-Glo luminescence, 24 h;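 active = inhibition of 40% or more at the single tested concentration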;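 note: wild-type TIM10 isogenic control strain grown at permissive 25 °C; 0% = DMSO yeast wells and 100% = minimal medium wells without yeast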
Mdm2-MdmX inh: inhibitors of human Mdm2-MdmX association, primary screen, cell-based, luminescence, split luciferase, SaOS-2, uHTS; inhibition, % at 8 µM; AID 485346, 2010; Protein Mdm4 (Homo sapiens) + E3 ubiquitin-protein ligase Mdm2 (Homo sapiens), …; SaOS-2 split-luciferase Mdm2/MdmX complementation; 3% of 330,000 active;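 active = inhibition of at least 50% at 8 µM in the primary screen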
Target sequence (O15151 whole entry, looked up): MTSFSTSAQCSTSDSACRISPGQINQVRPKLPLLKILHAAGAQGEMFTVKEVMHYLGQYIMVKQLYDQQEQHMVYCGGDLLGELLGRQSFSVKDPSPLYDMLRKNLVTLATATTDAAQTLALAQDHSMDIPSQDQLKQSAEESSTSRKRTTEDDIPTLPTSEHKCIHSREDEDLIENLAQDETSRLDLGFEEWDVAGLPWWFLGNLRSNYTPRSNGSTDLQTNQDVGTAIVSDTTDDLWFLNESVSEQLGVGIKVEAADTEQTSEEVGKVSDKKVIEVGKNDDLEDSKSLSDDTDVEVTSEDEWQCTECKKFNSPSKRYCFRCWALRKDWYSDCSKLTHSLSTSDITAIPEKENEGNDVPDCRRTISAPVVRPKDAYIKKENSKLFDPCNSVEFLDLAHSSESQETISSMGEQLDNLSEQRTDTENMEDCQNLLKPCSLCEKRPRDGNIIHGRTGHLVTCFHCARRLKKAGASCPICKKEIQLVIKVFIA
Target sequence (Q00987 whole entry, looked up): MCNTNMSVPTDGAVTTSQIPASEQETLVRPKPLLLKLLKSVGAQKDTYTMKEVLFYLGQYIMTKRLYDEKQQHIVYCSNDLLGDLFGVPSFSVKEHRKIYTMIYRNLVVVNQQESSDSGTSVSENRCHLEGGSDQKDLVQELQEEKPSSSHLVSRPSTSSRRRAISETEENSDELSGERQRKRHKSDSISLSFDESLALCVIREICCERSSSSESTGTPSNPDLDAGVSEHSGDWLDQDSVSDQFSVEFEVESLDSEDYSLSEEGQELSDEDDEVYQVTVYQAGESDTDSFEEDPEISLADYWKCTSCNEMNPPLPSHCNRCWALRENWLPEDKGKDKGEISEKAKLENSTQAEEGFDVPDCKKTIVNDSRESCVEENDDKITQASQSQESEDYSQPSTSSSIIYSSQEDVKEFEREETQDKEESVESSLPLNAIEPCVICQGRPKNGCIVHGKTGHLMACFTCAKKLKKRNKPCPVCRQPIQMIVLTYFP
The depositor's hits bear a star. The order is random. About 6.6% of those tested had a hit in this group.

The first six entries (preview)
SMILES | 697 NFkB inh | tim23-1 inh | Jurkat NFkB inh | UPR CHOP act | UPR XBP1 act | tim10-1 inh | TIM10 inh | Mdm2-MdmX inh
CCn1c(COc2ccc3c(c2)CCCC3)nnc1SCC(=O)Nc1ccc(C(=O)OC)cc1 | 13.2 | 5.1 | 0.5 | 1.2 | 2.2 | 12.1 | 11.7 | 28.2
COc1ccccc1/C=C/C=N/N1CCN(Cc2ccc(Cl)cc2)CC1 | 17.5 | 25.0 | -12.2 | -1.1 | -2.5 | 13.2 | 12.6 | 21.1
Cc1cc(OCC(C)C)ccc1/C(O)=C1/C(=O)C(=O)N(Cc2cccnc2)C1c1ccncc1 (centres undefined) | 12.9 | -9.6 | 9.9 | -1.3 | -2.2 | -13.2 | -11.4 | -5.4
CCCCNC(=O)CC(NS(=O)(=O)c1ccc(C)cc1)c1ccco1 (centres undefined) | 2.2 | 24.4 | -11.1 | -0.4 | -1.8 | -7.4 | 8.9 | 7.8
O=C(Nc1nnc(Cc2ccccc2)s1)C1CCN(C(=O)c2ccco2)CC1 | 4.7 | 17.6 | -6.1 | -0.8 | -0.5 | 19.5 | 11.1 | -20.0
COc1ccc(N2C(=O)c3ccc(C(=O)Nc4ccccc4O)cc3C2=O)cc1 | 8.7 | -1.2 | -4.7 | 1.5 | -4.6 | 7.5 | 1.9 | 28.8

This part in full, from the first entry:
SMILES | 697 NFkB inh | tim23-1 inh | Jurkat NFkB inh | UPR CHOP act | UPR XBP1 act | tim10-1 inh | TIM10 inh | Mdm2-MdmX inh
CCn1c(COc2ccc3c(c2)CCCC3)nnc1SCC(=O)Nc1ccc(C(=O)OC)cc1 | 13.2 | 5.1 | 0.5 | 1.2 | 2.2 | 12.1 | 11.7 | 28.2
COc1ccccc1/C=C/C=N/N1CCN(Cc2ccc(Cl)cc2)CC1 | 17.5 | 25.0 | -12.2 | -1.1 | -2.5 | 13.2 | 12.6 | 21.1
Cc1cc(OCC(C)C)ccc1/C(O)=C1/C(=O)C(=O)N(Cc2cccnc2)C1c1ccncc1 (centres undefined) | 12.9 | -9.6 | 9.9 | -1.3 | -2.2 | -13.2 | -11.4 | -5.4
CCCCNC(=O)CC(NS(=O)(=O)c1ccc(C)cc1)c1ccco1 (centres undefined) | 2.2 | 24.4 | -11.1 | -0.4 | -1.8 | -7.4 | 8.9 | 7.8
O=C(Nc1nnc(Cc2ccccc2)s1)C1CCN(C(=O)c2ccco2)CC1 | 4.7 | 17.6 | -6.1 | -0.8 | -0.5 | 19.5 | 11.1 | -20.0
COc1ccc(N2C(=O)c3ccc(C(=O)Nc4ccccc4O)cc3C2=O)cc1 | 8.7 | -1.2 | -4.7 | 1.5 | -4.6 | 7.5 | 1.9 | 28.8
Cc1c(C(=O)/C=C/N(C)C)nnn1-c1ccc(F)c(Cl)c1 | -4.7 | 4.1 | -13.0 | 7.4 | 6.2 | 9.0 | 12.1 | 3.7
CCc1noc(C)c1C(=O)Nc1nc(-c2ccc(OC)cc2)cs1 | -7.2 | 14.0 | -1.2 | 5.0 | -2.6 | 3.1 | 7.9 | 8.3
CCO[C@H]1OC(C(=O)NCc2ccccc2)=C[C@@H](c2ccc(C(F)(F)F)cc2)[C@@H]1CCCO | 0.2 | 28.9 | 17.5 | 3.6 | -5.5 | 17.0 | 10.7 | 5.5
Cc1ccccc1-c1nc(CS(=O)CC(=O)NCc2ccccn2)c(C)o1 (centres undefined) | -9.2 | 10.3 | 5.9 | 0.2 | -3.8 | 27.3 | -1.3 | 23.8
COc1ccc(C(=O)Nc2ccc(S(=O)(=O)N3CCCC3)cc2)cc1[N+](=O)[O-] | 9.7 | -13.2 | -5.1 | 1.6 | -4.6 | -13.2 | -5.2 | -3.1
C[C@H](NC(=O)c1nc[nH]c1C(=O)N1CCN(c2ccccc2)CC1)C(=O)OCc1ccccc1 | -13.2 | 25.4 | 5.4 | 0.1 | -2.9 | 24.1 | 16.4 | -9.8
COC(=O)c1cc(NC(=O)/C=C/c2ccccc2)ccc1O | -39.3 | 23.9 | -20.7 | 5.2 | 1.3 | 18.1 | 15.7 | -50.1
Cc1c(C)n(C)c2ccc(C(=O)NCCCN3CCOCC3)cc12 | -13.3 | 11.6 | 3.9 | 1.1 | -1.6 | 16.8 | 8.1 | -4.7
COc1cc(NC(=O)COC(=O)CSc2cc(C)ccc2C)c(C)cc1[N+](=O)[O-] | -9.4 | 10.2 | -17.7 | 0.4 | -1.0 | 16.6 | 13.3 | -21.4
COc1ccccc1CCNC(=O)COc1cccc2c1OC(C)(C)C2 | -4.3 | 25.3 | 2.2 | 1.4 | 1.2 | 25.1 | 5.5 | 9.0
CSc1ccc(CN(C)CC(=O)Nc2ccc(NC(C)=O)cc2)cc1 | 11.1 | 0.6 | 15.4 | 0.2 | 0.9 | 3.7 | -8.0 | -7.4
CCCCn1ccnc1C(=O)c1cccc(S(=O)(=O)N2c3ccccc3CC2C)c1 (centres undefined) | -15.4 | 16.1 | 5.0 | 0.5 | -2.1 | 29.3 | 13.2 | 55.3*
COCCNC(=O)CCc1nnc(Cc2ccc(-c3ccccc3)cc2)o1 | -10.1 | 6.8 | 9.2 | 2.0 | -0.3 | 8.6 | 2.6 | 15.5
COc1ccccc1CN(Cc1ccco1)S(=O)(=O)c1ccc(-n2cnnn2)c(OC)c1 | -33.5 | 15.7 | -2.3 | 0.2 | -3.6 | 20.6 | 7.2 | 0.1
CN1CCN(C2CCN(c3cccc(Cl)c3)CC2)CC1CCO (centres undefined) | -15.5 | -0.4 | -1.3 | 0.2 | -4.0 | 1.5 | 2.7 | 6.6
CCCCCCC1CCC(C(=O)NC(CCSC)C(=O)NC(C(=O)OC)C(C)C)CC1 (centres undefined) | -0.7 | 4.5 | 0.6 | -1.5 | -1.6 | 18.4 | 11.1 | 7.1
CCCc1cc(=O)[nH]c(SCCOC(=O)c2ccccc2)n1 | -0.7 | 17.5 | 0.7 | 2.4 | -1.1 | 12.8 | 13.2 | -2.8
CC(=O)Nc1ccc(Sc2ncnc3scc(-c4ccccc4)c23)cc1 | -9.0 | 28.6 | -14.3 | 0.6 | 2.1 | 27.8 | 35.3 | 22.5
CN1CCN(C(=S)NC(=O)c2ccc(-c3ccccc3)cc2)CC1 | -17.5 | 21.2 | -5.6 | 0.1 | -0.3 | 0.6 | 8.4 | 15.1
(continued)
SMILES | 697 NFkB inh | tim23-1 inh | Jurkat NFkB inh | UPR CHOP act | UPR XBP1 act | tim10-1 inh | TIM10 inh | Mdm2-MdmX inh
COc1ccc(C)cc1S(=O)(=O)Nc1ccncc1 | 12.5 | 9.1 | 1.3 | -1.5 | -0.3 | 4.7 | -12.5 | 4.2
CCCC(C(=O)NC(C)(C)CC)N(Cc1ccco1)C(=O)CNS(=O)(=O)c1ccccc1 (centres undefined) | 6.7 | 20.0 | -0.2 | -1.7 | -2.5 | 24.2 | -9.0 | 9.8
CCc1ccc(NS(=O)(=O)c2ccc3oc(=O)ccc3c2)cc1 | -41.9 | 32.3 | -12.2 | -2.2 | -4.4 | 23.7 | 25.2 | -27.1
CCN1CCN(c2nc3c(c(=O)n(C)c(=O)n3C)n2CCSc2ncccn2)CC1 | 0.1 | -1.4 | 3.3 | -1.9 | -2.1 | 9.2 | 1.9 | 7.0
CN(C)c1ccc(/C=N/NC(=O)CCCO)cc1 | -11.8 | 7.9 | -1.6 | 2.7 | 0.2 | -7.9 | 10.2 | 7.0
Cc1ccc2c(c1)Oc1ccc(NC(=O)CCl)cc1C(=O)N2 | 16.6 | 43.9 | 64.1* | 15.8 | -5.7 | 43.0* | 50.4* | 91.7*
Cc1ccc2nc(N/C(N)=N/S(=O)(=O)c3ccc([N+](=O)[O-])cc3)nc(C)c2c1 | 0.0 | 29.5 | 32.6 | 3.4 | 0.6 | 30.2 | 26.5 | 23.1
Cc1nn(C)c(C)c1CN(Cc1nc(CCC(C)C)no1)C(C)C | 9.5 | 16.9 | 52.6* | 1.3 | -0.5 | 7.3 | 2.6 | 0.7
COc1ccccc1N(CC(=O)NC1CCCCC1)C(=O)Cn1nnc(-c2ccc(C)o2)n1 | 14.2 | 6.2 | 3.2 | 2.0 | 0.8 | 7.4 | -2.4 | 9.1
COc1ccc(S(=O)(=O)N2CCOCC2)cc1C(=O)Nc1nc2ccccc2s1 | -53.4 | 15.8 | 6.6 | 0.5 | -3.6 | 4.9 | 11.6 | 26.5
COc1ccc(NC(=S)NC(=O)C2CCCCC2)cc1 | -38.4 | 11.6 | -38.3 | 5.1 | 0.6 | 19.9 | -11.6 | -1.0
COc1ccc(Nc2nc(-c3cccs3)nc3ccccc23)c(OC)c1 | -21.1 | 27.7 | -1.7 | 2.0 | 3.3 | -2.7 | 19.1 | -11.8
CC1CN(C(=S)NC(=O)C2CCCCC2)CC(C)O1 (centres undefined) | 3.3 | -4.4 | 9.9 | -0.8 | -0.1 | 7.3 | 4.9 | 18.6
CC(=O)C(C)n1c(CN2CCN(C(=O)c3ccco3)CC2)nc2c1c(=O)n(C)c(=O)n2C (centres undefined) | 0.1 | 0.0 | -1.3 | -1.6 | -1.8 | -1.4 | 1.9 | 3.0
COc1ccc(CCN2C(=O)N(c3ccc(OC)cc3)C(=O)C2CC(=O)Nc2ccc(OC)cc2)cc1 (centres undefined) | 6.3 | 4.1 | 0.5 | 0.2 | -1.5 | -4.4 | 7.0 | -5.6
Cc1cnc(=O)[nH]c1SCC(=O)c1ccc(F)cc1 | -18.7 | -3.0 | -8.5 | 4.1 | -2.5 | -14.9 | -3.0 | -2.2
COc1ccc(NC(=O)CSc2nnc3n2CCCCC3)cc1 | -5.0 | 3.1 | -0.9 | -0.9 | 1.4 | 6.9 | 2.1 | 10.8
Cc1ccc(C(=O)Nc2ccc(N3CCN(S(C)(=O)=O)CC3)cc2)cc1C | -14.1 | -17.2 | -16.9 | 0.7 | 1.0 | -9.7 | 3.4 | 23.0
O=C(NC(=S)Nc1ccc(Cl)cn1)C(c1ccccc1)c1ccccc1 | 18.2 | 7.6 | 4.8 | -0.4 | 2.9 | 20.0 | 27.2 | 40.1
Cc1cc(NC(=O)CSc2nc(C(C)C)nc3sc(C)c(C)c23)no1 | -24.1 | -4.9 | 22.6 | -0.3 | 10.2 | 6.1 | -6.8 | 11.7
O=S(=O)(Cc1ncc(C(F)(F)F)cc1Cl)c1ccccc1 | -28.0 | 2.4 | 26.5 | -0.7 | -1.6 | -4.1 | -5.7 | 19.9
CCCn1cc(CN2CCC(n3nccc3NC(=O)c3ccc4c(c3)OCO4)CC2)c(C)n1 | 10.6 | 10.7 | 8.1 | 0.2 | -4.3 | 16.7 | 3.0 | 14.6
Cc1c(NC(=O)CCC(=O)N2CCOCC2)c(=O)n(-c2ccccc2)n1C | -1.1 | 4.5 | -7.7 | -1.2 | 1.2 | 10.5 | 2.0 | -4.4

A different layout for some results above:
Below each SMILES: 697 NFkB inh | tim23-1 inh | Jurkat NFkB inh | UPR CHOP act | UPR XBP1 act | tim10-1 inh | TIM10 inh | Mdm2-MdmX inh
Cc1cc(NC(=O)CSc2nc(C(C)C)nc3sc(C)c(C)c23)no1
 : -24.1 | -4.9 | 22.6 | -0.3 | 10.2 | 6.1 | -6.8 | 11.7
O=S(=O)(Cc1ncc(C(F)(F)F)cc1Cl)c1ccccc1
 : -28.0 | 2.4 | 26.5 | -0.7 | -1.6 | -4.1 | -5.7 | 19.9
CCCn1cc(CN2CCC(n3nccc3NC(=O)c3ccc4c(c3)OCO4)CC2)c(C)n1
 : 10.6 | 10.7 | 8.1 | 0.2 | -4.3 | 16.7 | 3.0 | 14.6

Screening results from PubChem.
